Screens (PubChem BioAssay)
MsrA inhibitor: inhibitors of bovine MsrA | purified bovine MsrA, absorbance read-out | 360,000 compounds, 0.75% hits | inhibition, % at 15.5 µM; in the data active = inhibition above about 4.5%;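 also: 0% = vehicle wells with enzyme and 100% = reference inhibitor wells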
MLLE-PAM2 inh: blocks PAM2 peptide binding to the PABP1 MLLE domain. GST-MLLE / FITC-PAM2 fluorescence polarization. inhibition, % at 20 µM. 360,000 compounds, 0.36% hits. AID 588489; in the data active = inhibition above about 35%, passing the limit was not always enough;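 also: plate controls were DMSO wells with GST-MLLE for no effect and wells lacking GST-MLLE protein for full effect; some results filed as inactive read as strong as hits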
MT1-MMP act inh: blocks activation of human MT1-MMP. GFP/RFP ratio change, % at 20 µM. P50281. 360,000 compounds, 0.061% hits. AID 651647. HT1080 RFP-PRO-GFP cells, GFP/RFP ratio fluorescence, overnight; percent of plate control window, DMSO zero;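 active = GFP/RFP ratio change of at least 30% with cell ATP level not reduced by more than half and red fluorescence within 50% of control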; also: strong numbers were not always called active
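Assay system: RFP-PRO-GFP reporter HT1080 cells; read-out basis: GFP/RFP fluorescence ratio; benchmarks: DMSO wells and RFP-L50D-GFP cells; doses: 20 µM single dose, 1% DMSO; schedule: overnight cell settling, then overnight compound exposure, 37 °C, 5% CO2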
MsrA act: activates bovine MsrA enzyme. purified bovine MsrA, absorbance read-out. activation, % at 10.6 µM. 360,000 compounds, 0.3% hits. AID 602163; in the data active = activation above about 7.5%;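 also: 0% = vehicle and 100% = reference activator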
Tb MetRS inh: Trypanosoma brucei MetRS inhibition; purified T. brucei MetRS, ATP depletion, Kinase-Glo luminescence; inhibition, % at 11.9 µM; 360,000 compounds, 0.4% hits; AID 624268;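 active = inhibition above a per-plate cutoff of the control wells' mean inhibition plus 3 SD, cut at about 5.5% in these data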;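 also: 0% = DMSO wells median and 100% = median of wells with control inhibitor compound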
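Test system – parasite MetRS enzyme · Reagent – substrates ATP, L-methionine and bulk Escherichia coli tRNA · Doses – 11.9 µM compound single dose, 0.9% DMSO · Times – 15 min enzyme-compound preincubation, 2 h reaction, 10 min detection, 25 °C · Signal – Kinase-Glo luminescence, ATP depletion format · Controls – DMSO-only wells as low control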
E coli Lon inh: inhibitors of E. coli Lon protease; P0A9M0; purified E. coli Lon protease, fluorescence polarization; inhibition, % at 7.94 µM; 360,000 compounds, 0.42% hits; AID 602123; in the data active = inhibition above about 13%, passing the limit was not always enough;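 also: 0% = enzyme with probe and DMSO and 100% = no enzyme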
SKN-1 inh: inhibitors of C. elegans SKN-1. C. elegans VP596 Pgst-4::GFP/RFP ratio, acrylamide-induced, 24 h. inhibition, % at 21.8 µM. 360,000 compounds, 0.49% hits;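 active = interference check ratio from 0.5 to 1.5 plus GFP to RFP signal ratio inhibition reaching or exceeding a fixed threshold, cut at about 30% in these data, passing the limit was not always enough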; also: some compounds called inactive have numbers as strong as hits
NRP1-CendR mod: NRP-1/CendR interaction modulation; AID 602438; 360,000 compounds, 0.85% hits; O14786; FAM-RPARPAR peptide binding to NRP-1, fluorescence polarization; inhibition, % at 25 µM;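 active = inhibition or corrected inhibition above about 18%, plus a signal ratio from 0.5 to 1.5, limit read from the data, passing the limit was not always enough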; also: strong numbers were not always called active
Target sequence (O14786 whole entry, looked up): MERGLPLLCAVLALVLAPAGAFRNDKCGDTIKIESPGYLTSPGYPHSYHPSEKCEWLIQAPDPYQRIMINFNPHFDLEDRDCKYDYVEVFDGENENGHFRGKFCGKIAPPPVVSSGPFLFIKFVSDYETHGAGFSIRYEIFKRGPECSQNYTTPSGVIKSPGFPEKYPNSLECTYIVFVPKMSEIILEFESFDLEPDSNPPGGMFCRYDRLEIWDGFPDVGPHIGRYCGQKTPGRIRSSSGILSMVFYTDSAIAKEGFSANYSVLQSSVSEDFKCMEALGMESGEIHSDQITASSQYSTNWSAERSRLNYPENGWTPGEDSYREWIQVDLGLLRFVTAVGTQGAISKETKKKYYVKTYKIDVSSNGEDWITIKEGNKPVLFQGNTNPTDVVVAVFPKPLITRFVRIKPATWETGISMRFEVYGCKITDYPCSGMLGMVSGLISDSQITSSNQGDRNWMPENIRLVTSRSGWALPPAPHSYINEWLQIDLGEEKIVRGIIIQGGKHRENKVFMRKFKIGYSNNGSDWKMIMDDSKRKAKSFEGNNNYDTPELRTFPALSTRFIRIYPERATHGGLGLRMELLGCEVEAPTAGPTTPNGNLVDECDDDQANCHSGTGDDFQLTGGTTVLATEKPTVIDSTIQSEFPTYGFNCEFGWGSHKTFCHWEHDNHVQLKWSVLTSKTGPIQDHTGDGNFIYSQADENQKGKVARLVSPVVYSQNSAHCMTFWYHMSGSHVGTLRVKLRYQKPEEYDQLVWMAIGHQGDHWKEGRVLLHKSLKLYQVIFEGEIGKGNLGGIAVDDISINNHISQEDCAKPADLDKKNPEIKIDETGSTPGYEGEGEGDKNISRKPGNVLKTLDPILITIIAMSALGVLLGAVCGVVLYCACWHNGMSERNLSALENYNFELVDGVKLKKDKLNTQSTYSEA
FAS TE block: inhibitors of human fatty acid synthase thioesterase domain | recombinant FAS-TE, OMFH fluorogenic substrate, fluorescence endpoint | inhibition, % at 15 µM | 360,000 compounds, 0.67% hits | AID 602261;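 active = compounds whose normalised, plate-corrected inhibition of enzyme fluorescence in the single-dose primary screen is 50% or more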;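 also: 0% = DMSO with enzyme and 100% = substrate without enzyme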
* hit, by the source's call; x = no result given.

Order of results – MsrA inhibitor	MLLE-PAM2 inh	MT1-MMP act inh	MsrA act	Tb MetRS inh	E coli Lon inh	SKN-1 inh	NRP1-CendR mod	FAS TE block
> Cc1nc(Oc2ccc(Cl)cc2)c2oc3ccccc3c2n1
  -0.7	2.1	-2.6	-2.3	-0.3	-2.2	-3.7	6.7	24.8
> O=C(O)CCC(=O)Nc1ccc(-c2nnc(-c3ccco3)o2)cc1
  0.9	-8.3	2.5	-1.7	-0.4	2.7	0.3	13.8	-5.0
> COc1ccc(NCc2nnc(SCC(=O)c3ccc(C)cc3)o2)cc1
  -0.4	0.7	-10.1	0.6	0.1	1.5	5.2	-6.7	-7.5
> CCc1nnc(NC(=O)CSc2nc3ccc(OC)cc3[nH]2)s1
  0.1	2.6	1.2	-2.6	-0.3	-1.8	2.9	2.0	-7.5
> O=C(c1cccs1)N1CCCc2ccccc21
  0.4	9.4	0.7	1.2	-0.8	-10.6	7.1	8.0	-4.9
> C[N+]1(C)CC2=Cc3ccccc3CC2C1 (centres undefined)
  -1.4	3.5	-5.3	-10.0	-1.4	3.8	3.0	10.4	-3.7
> Cc1cc(C)c2sc(N(CCCN(C)C)C(=O)c3ccc(S(=O)(=O)N4CCc5ccccc5C4)cc3)nc2c1
  x	-4.9	-3.6	-3.7	-0.1	-3.9	22.3	14.1	1.0
> CC(C)(C)NC(=O)C(c1ccc(C(F)(F)F)cc1)n1c(=O)c(-c2ccccc2)nc2ccccc21 (centres undefined)
  0.0	x	-26.7	x	-0.7	x	-8.5	15.0	x
> OC(C#CCN1CCCC1)c1ccccc1 (centres undefined)
  0.2	-11.0	0.3	-3.0	-0.2	-9.8	5.4	-66.3	-2.9
> COc1ccc(-n2c(Cc3cccn3C)nnc2SCC(=O)Nc2cccc(OC)c2)cc1
  1.1	-18.9	-0.2	-3.0	-0.1	-10.0	-8.8	1.5	2.8
> OC(COc1ccc2c(c1)OCO2)CN1CCCC1 (centres undefined)
  -0.1	-4.4	-4.0	-3.8	-0.3	-4.2	-5.2	10.7	-4.5
> COCCN(C(=O)CCC(=O)Nc1ccccn1)C(C(=O)NCCC(C)C)c1ccc(OC)cc1 (centres undefined)
  -1.3	1.2	-1.5	-1.4	-0.8	6.5	5.4	-2.5	-4.1
> O=C(c1ccco1)N1CCN(C2CC(=O)N(c3ccccc3)C2=O)CC1 (centres undefined)
  0.5	7.4	2.6	-1.7	0.3	3.8	13.8	-0.1	-5.7
> CCOC(=O)C1CCN(C(=O)CCNC(=O)Cn2cnc3ccccc3c2=O)CC1
  -0.6	-8.7	-2.6	-3.0	0.4	-10.3	-4.7	11.9	-4.0
> CC(=C1SC(=S)NC1=O)c1ccccc1
  1.5	19.3	-3.1	-1.8	-0.2	-9.9	17.4	-34.7	-1.9
> Cc1cc(NC(=O)CN(C)CCOc2ccccc2)ccc1Br
  0.2	0.9	-2.1	-0.7	0.4	-9.7	11.2	-1.5	35.1
> Cc1cc(O)ccc1NC1=CC(=O)CC(C)(C)C1
  0.1	-10.6	-0.4	-0.5	-0.1	-2.3	2.1	7.4	-12.9
> C[C@H](CO)N1C[C@H](C)[C@@H](CN(C)Cc2ccc(F)cc2)Oc2ncc(Br)cc2C1=O
  0.4	7.2	2.0	-3.6	-0.7	9.7	-12.4	-1.3	-7.3
> CC(=O)N1CCOc2ccc(S(=O)(=O)N(C)c3ccc(C)cc3)cc21
  -1.0	-4.0	0.1	0.1	1.3	-4.0	1.3	11.9	1.2
> CCc1nc(C#N)c(N2CCOCC2)o1
  0.7	6.5	-2.3	-0.8	0.2	-13.5	1.7	8.4	-11.7

Arranged by the number under SKN-1 inh (largest number first): some entries from above.
SMILES	MsrA inhibitor	MLLE-PAM2 inh	MT1-MMP act inh	MsrA act	Tb MetRS inh	E coli Lon inh	SKN-1 inh	NRP1-CendR mod
O=C(c1cccs1)N1CCCc2ccccc21	0.4	9.4	0.7	1.2	-0.8	-10.6	7.1	8.0
COCCN(C(=O)CCC(=O)Nc1ccccn1)C(C(=O)NCCC(C)C)c1ccc(OC)cc1 (centres undefined)	-1.3	1.2	-1.5	-1.4	-0.8	6.5	5.4	-2.5
COc1ccc(NCc2nnc(SCC(=O)c3ccc(C)cc3)o2)cc1	-0.4	0.7	-10.1	0.6	0.1	1.5	5.2	-6.7

(listing goes on)
Order of results – MsrA inhibitor	MLLE-PAM2 inh	MT1-MMP act inh	MsrA act	Tb MetRS inh	E coli Lon inh	SKN-1 inh	NRP1-CendR mod	FAS TE block
> N#C/C(=C\c1c(Cl)cccc1Cl)c1nc2ccccc2o1
  0.7	-0.4	-0.5	-4.1	-0.8	0.9	21.1	-4.0	9.8
> O=C(NNC(=O)c1ccc(F)c(S(=O)(=O)N2CCOCC2)c1)c1ccc(Br)cc1
  -0.9	-4.8	-0.5	-1.5	-0.1	-3.6	6.6	5.4	-5.2
> N#Cc1c(Nc2ccccc2)c(C=O)c[nH]c1=O
  -0.6	22.3	-1.6	-3.0	-0.2	5.7	2.8	-4.4	-10.8
> CC1(C)Cc2nc3oc4c(NCCCN5CCOCC5)ncnc4c3cc2CO1
  -0.1	8.8	-0.5	-4.0	-0.1	-5.9	5.7	-0.4	-4.4
> CCCCC[C@H](C)N1C[C@H](COCc2ccccc2)Oc2cc(N3CCC[C@@H]3CO)ccc2S1(=O)=O
  1.0	x	-8.0	5.1	0.0	0.2	12.8	-1.6	16.6
> COC(=O)c1cccc([N+](=O)[O-])c1CS(=O)(=O)c1ccc(C)cc1
  0.4	-6.3	4.2	0.2	-0.8	-3.7	-2.7	2.3	5.6
> CC1=C(C(=O)OCc2ccccc2)C(/C=C/c2ccccc2)N2C(=O)CCSC2=N1 (centres undefined)
  0.4	28.1	-1.3	-1.2	-0.3	12.5	1.1	-5.5	18.6
> CN(C)Cc1ccccc1Sc1cccc2ccccc12
  0.6	4.8	-2.2	-2.1	0.4	-5.3	7.5	11.7	9.7
> Cc1cc(C(=O)COC(=O)CC2Sc3ccccc3NC2=O)c(C)n1-c1ccc(Br)cc1 (centres undefined)
  0.3	-9.4	-4.1	-8.2	-0.5	3.2	1.5	-11.7	9.5
> O=C(NCCO)/C(=C/c1ccc2c(c1)OCO2)NC(=O)c1ccc(Br)cc1
  2.6	-0.7	1.3	-3.7	0.3	7.3	-4.7	7.6	4.6
> O=C1OC(c2cccs2)Sc2ccccc21 (centres undefined)
  -0.4	30.0	6.5	-3.8	0.0	-3.6	3.7	7.3	10.4
> O=C(CSC1=NCCS1)N1CCCCCC1
  0.9	35.5	3.1	4.2	0.0	-7.5	2.8	14.5	-5.1
> Cc1cccc(N(CC(=O)O)CC(=O)O)c1
  -0.5	5.4	5.2	-3.1	-0.2	-5.7	2.5	9.9	-7.6
> COc1ccc(C2(CNC(C)=O)CCOCC2)cc1OC
  1.1	-2.7	-0.4	-7.2	-0.4	3.4	7.2	-3.2	-3.9
> CN(c1ccccc1C(=O)Nc1ccc(S(=O)(=O)N2CCOCC2)cc1)S(C)(=O)=O
  -0.6	-0.3	x	-13.9	-1.8	-0.2	2.9	1.0	-9.6
> Cc1c(C(=O)N(Cc2ccncc2)CC2CCCO2)oc2c(F)cccc12 (centres undefined)
  -0.3	-1.8	-7.3	5.3	-0.7	5.6	3.2	8.2	-2.5
> CCCC(C)(C)C(=O)N1CCC1(C)C(=O)NS(=O)(=O)c1ccc(Br)cc1 (centres undefined)
  -0.1	-6.7	1.0	-2.0	0.3	2.8	-0.8	-2.5	-6.4
> COc1nc(Nc2ccc([N+](=O)[O-])cc2)nc(NC2CCCCC2)n1
  -1.0	2.1	-10.7	-1.6	0.0	-8.5	23.4	13.3	32.1
> Cc1ccc(C(NC(=O)N2CCCC2)C(Cl)(Cl)Cl)cc1F (centres undefined)
  0.8	1.7	-6.7	-1.7	-0.1	0.2	0.5	5.3	-2.5
> O=C(CCN1C(=O)c2ccncc2C1=O)Nc1ccc2c(c1)OCCO2
  -0.3	1.9	4.4	-5.1	-0.6	-2.2	14.4	11.9	-7.5
> CC(=O)NC(c1cc(F)c2cccnc2c1O)C1CC1 (centres undefined)
  -0.3	8.0	3.9	-1.1	-0.3	-1.1	23.5	26.5*	-11.0
> CCn1c(SCC(=O)N2CCCCC2)nnc1-c1ccc(S(=O)(=O)N2CCN(C)CC2)cc1
  -0.5	0.7	11.8	-11.1	-0.5	-0.3	0.8	1.9	-6.1
> CCOC(=O)C1=C(C)NC(=O)CC1c1ccccc1OC (centres undefined)
  1.8	7.7	3.2	-3.0	-0.5	-0.3	4.2	4.1	-1.8
> Cc1ccc2cc(COC(=O)c3ccncc3)c(=O)[nH]c2c1
  0.5	-103.8	-8.9	-4.0	0.0	-7.2	-7.9	-3.7	-4.3
> O=C(NCc1ccccn1)c1nc(Cn2ccc([N+](=O)[O-])n2)no1
  -0.8	-2.5	2.3	-2.9	-0.1	-6.8	20.2	0.3	-1.3
> COc1cccc(OC)c1C(=O)Nc1ccc(N2CCCCC2)cc1
  0.3	-16.1	-10.3	1.4	-0.7	-1.1	30.4	7.4	0.9
> Cc1c(NC(=O)Cn2[nH]c(=O)c3ccccc3c2=O)c(=O)n(-c2ccccc2)n1C
  0.3	-8.4	0.0	22.8*	-1.1	-3.8	-18.3	-10.2	-11.6

Entries from the list above that contain fluorine:
Order of results – MsrA inhibitor	MLLE-PAM2 inh	MT1-MMP act inh	MsrA act	Tb MetRS inh	E coli Lon inh	SKN-1 inh	NRP1-CendR mod	FAS TE block
> CC(C)(C)NC(=O)C(c1ccc(C(F)(F)F)cc1)n1c(=O)c(-c2ccccc2)nc2ccccc21 (centres undefined)
  0.0	x	-26.7	x	-0.7	x	-8.5	15.0	x
> C[C@H](CO)N1C[C@H](C)[C@@H](CN(C)Cc2ccc(F)cc2)Oc2ncc(Br)cc2C1=O
  0.4	7.2	2.0	-3.6	-0.7	9.7	-12.4	-1.3	-7.3
> O=C(NNC(=O)c1ccc(F)c(S(=O)(=O)N2CCOCC2)c1)c1ccc(Br)cc1
  -0.9	-4.8	-0.5	-1.5	-0.1	-3.6	6.6	5.4	-5.2
> Cc1c(C(=O)N(Cc2ccncc2)CC2CCCO2)oc2c(F)cccc12 (centres undefined)
  -0.3	-1.8	-7.3	5.3	-0.7	5.6	3.2	8.2	-2.5
> Cc1ccc(C(NC(=O)N2CCCC2)C(Cl)(Cl)Cl)cc1F (centres undefined)
  0.8	1.7	-6.7	-1.7	-0.1	0.2	0.5	5.3	-2.5
> CC(=O)NC(c1cc(F)c2cccnc2c1O)C1CC1 (centres undefined)
  -0.3	8.0	3.9	-1.1	-0.3	-1.1	23.5	26.5*	-11.0
